Bioassay records from PubChem BioAssay.
mHTT CaM bind – mHTT-calmodulin interaction abrogation | P42858 | inhibition, % at 15 µM | hit rate 3.6% among 190,000 | AlphaScreen His-mHTT/GST-CaM binding, luminescence | AID 1671202;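 also: 0% = both proteins with DMSO and 100% = one protein alone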
Target sequence (P42858 whole entry, looked up, stated change not applied): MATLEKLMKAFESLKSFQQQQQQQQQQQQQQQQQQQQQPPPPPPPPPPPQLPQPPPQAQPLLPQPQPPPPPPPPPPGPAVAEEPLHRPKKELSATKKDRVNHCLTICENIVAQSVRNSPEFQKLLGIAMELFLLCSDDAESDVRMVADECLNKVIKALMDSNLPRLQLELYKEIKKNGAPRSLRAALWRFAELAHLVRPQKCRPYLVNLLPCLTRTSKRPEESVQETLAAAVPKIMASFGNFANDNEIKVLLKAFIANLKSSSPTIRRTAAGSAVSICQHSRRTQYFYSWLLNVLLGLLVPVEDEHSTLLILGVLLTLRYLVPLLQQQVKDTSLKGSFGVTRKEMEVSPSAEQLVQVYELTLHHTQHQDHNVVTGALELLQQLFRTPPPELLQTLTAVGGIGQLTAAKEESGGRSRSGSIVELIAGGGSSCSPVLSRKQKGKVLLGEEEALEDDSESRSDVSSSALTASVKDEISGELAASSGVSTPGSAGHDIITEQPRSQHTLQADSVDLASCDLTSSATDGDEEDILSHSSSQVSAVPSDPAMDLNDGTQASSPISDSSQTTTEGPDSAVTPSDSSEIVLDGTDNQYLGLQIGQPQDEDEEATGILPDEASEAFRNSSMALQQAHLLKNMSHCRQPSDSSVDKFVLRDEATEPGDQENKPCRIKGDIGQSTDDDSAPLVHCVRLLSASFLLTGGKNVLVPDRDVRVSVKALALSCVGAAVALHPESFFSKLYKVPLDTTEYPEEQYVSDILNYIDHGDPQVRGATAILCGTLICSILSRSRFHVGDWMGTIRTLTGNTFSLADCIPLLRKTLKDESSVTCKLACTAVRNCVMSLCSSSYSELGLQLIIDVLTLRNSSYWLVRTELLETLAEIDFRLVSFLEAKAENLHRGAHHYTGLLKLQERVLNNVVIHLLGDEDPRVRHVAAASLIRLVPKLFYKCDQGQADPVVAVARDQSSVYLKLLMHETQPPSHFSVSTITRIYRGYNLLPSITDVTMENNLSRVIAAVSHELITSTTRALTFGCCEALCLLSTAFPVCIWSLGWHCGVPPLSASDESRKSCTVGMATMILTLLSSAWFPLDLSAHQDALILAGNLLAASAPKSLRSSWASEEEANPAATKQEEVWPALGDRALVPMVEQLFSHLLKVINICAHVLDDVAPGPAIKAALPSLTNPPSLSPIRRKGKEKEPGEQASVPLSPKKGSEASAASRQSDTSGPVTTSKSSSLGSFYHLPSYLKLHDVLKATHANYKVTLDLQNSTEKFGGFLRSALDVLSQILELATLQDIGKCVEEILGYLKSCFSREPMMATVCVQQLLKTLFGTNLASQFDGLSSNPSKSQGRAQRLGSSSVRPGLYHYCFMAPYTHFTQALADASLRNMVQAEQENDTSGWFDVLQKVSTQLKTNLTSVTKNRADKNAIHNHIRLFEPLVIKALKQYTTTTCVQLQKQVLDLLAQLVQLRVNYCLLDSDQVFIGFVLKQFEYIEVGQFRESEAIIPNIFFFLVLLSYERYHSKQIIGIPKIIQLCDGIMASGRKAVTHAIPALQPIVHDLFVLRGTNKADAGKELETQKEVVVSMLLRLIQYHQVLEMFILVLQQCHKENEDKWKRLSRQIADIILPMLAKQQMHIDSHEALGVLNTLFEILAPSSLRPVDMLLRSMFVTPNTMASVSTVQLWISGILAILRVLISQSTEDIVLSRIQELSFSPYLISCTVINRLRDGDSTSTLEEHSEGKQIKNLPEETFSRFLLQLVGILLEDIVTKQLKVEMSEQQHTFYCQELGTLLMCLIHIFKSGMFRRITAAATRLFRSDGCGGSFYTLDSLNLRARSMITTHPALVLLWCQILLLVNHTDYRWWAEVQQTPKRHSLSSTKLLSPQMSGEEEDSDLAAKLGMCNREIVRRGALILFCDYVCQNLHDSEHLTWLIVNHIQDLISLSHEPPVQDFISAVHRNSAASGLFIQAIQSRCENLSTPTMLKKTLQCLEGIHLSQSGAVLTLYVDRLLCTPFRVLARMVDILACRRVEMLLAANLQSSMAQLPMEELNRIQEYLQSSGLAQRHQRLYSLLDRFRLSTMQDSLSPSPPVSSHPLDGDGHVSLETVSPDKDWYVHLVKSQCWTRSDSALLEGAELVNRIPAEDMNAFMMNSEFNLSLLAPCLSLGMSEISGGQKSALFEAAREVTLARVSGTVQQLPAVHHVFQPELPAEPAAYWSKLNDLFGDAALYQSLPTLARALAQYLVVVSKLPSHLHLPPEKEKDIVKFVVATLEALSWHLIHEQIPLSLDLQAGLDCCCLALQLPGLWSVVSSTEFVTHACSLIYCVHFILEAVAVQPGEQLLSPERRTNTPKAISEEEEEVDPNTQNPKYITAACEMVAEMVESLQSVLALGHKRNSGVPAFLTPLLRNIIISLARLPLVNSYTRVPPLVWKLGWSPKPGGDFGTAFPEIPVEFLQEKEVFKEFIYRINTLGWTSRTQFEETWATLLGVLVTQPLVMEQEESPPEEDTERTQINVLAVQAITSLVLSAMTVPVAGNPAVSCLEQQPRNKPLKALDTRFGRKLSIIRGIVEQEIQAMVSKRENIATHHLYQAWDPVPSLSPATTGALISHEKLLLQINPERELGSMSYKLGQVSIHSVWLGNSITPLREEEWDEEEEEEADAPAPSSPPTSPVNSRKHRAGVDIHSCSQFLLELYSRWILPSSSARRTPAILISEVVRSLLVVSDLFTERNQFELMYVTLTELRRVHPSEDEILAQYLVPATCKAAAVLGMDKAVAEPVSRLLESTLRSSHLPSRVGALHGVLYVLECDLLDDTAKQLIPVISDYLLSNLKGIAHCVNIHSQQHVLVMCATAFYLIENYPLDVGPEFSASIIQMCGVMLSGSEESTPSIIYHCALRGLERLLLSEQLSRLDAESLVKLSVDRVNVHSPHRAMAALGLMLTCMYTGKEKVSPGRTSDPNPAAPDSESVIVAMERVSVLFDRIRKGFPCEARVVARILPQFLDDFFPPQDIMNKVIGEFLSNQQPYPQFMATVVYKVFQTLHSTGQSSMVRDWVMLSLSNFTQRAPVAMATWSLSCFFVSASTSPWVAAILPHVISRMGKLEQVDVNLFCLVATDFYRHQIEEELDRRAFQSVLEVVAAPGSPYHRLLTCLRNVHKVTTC
Pf apPOL block – Pf-apPOL DNA polymerase inhibition. Recombinant Pf-apPOL, molecular beacon fluorescence, 1.5 h. inhibition, % at 10 µM. hit rate 0.25% among 210,000. AID 1794808
Active calls of the source: *; nt = no result given; & = joins results of further samples. Rule as the data show it: active = inhibition above about 50%; inactive = the rest.

SMILES	mHTT CaM bind	Pf apPOL block
Cc1ccc(NC(=O)C2CN(S(=O)(=O)c3cccnc3)CC23CCCCC3)c(C)c1 (centres undefined)	15	-4
COc1ccc(CC(=O)NNC(=O)CSCC(=O)O)cc1OC	nt	2
CCCn1cc(C2=CCN(S(=O)(=O)c3cc(Cl)ccc3OC)CC2)c2cccnc21	41	-3
CCN(CC)c1ccc(/C=C2\C(=O)NN(c3ccc(Br)cc3)C2=O)c(OC)c1	5	-2
CCc1ccc(CN2CCN(C(=O)c3ccc(OC)c(OC)c3)CC2)cc1	12	-5
O=C(NCc1csc(-c2ccccc2)n1)C1CCN(C(=O)Nc2cccc(F)c2)CC1	-6	-2
CC(Sc1nnnn1C1CCCCC1)C(=O)O (centres undefined)	1	3
CCCOc1ccc(CNc2ncnc(NCc3ccc(OCCC)cc3)c2[N+](=O)[O-])cc1	0	0
c1ccc(CNc2nc(N3CCCC3)c3n[nH]nc3n2)nc1	8	0
O=C(C1CCN(c2nc3cccnc3s2)CC1)N1CCC2(CC1)OCCO2	4	-3
CCC(C)C(NC(=O)c1ccccc1NC(=O)c1ccco1)C(=O)N1CCCCC1 (centres undefined)	1	-3
O=C(/C=C/c1ccccc1)Nc1cccc(C(=O)N2CCCCC2)c1	1	-8
Cc1ccc(-c2ccc(=O)n(C(C)C(=O)NCc3ccccc3Cl)n2)cc1 (centres undefined)	4	-12
CCOc1ccc(-n2c(CN3CCN(C(=O)NC(C)C)CC3)nc3cccnc32)cc1	9	-3
CCCOc1ccc(/C=c2\sc3nc(=O)c(C)nn3c2=O)cc1OCC	-5	1
Fc1ccc(N2Cc3ccccc3C2)cc1	-6	nt
O=C(Cn1nnc(-c2ccc(F)cc2)n1)Nc1ccc2c(c1)OCO2	7	5
COc1ccccc1Cc1nc(-c2ccncc2)no1	-2	-3
Cc1ccc(/C=C(\C#N)c2[nH]nc(N)c2C#N)cc1	31	-1
COc1ccc(CNc2ccc(-c3nc(-c4ccc(F)cc4)no3)cn2)cc1	-8	-1
CN1CCN(c2ncncc2N2CCC(C(=O)NCc3cc(F)ccc3F)CC2)CC1	0	-8
O=C(COc1ccc(I)cc1)Nc1ccc(C(=O)O)cc1	-3	-2
N#CC(C(N)=O)=C1CCc2ccccc21	nt	-4
Cc1ccccc1OCC(=O)Nc1cc(-c2nc3ncccc3o2)ccc1Cl	0	-10
O=C(NCc1ccccn1)c1cc(-c2cccs2)nc2ccccc12	-1	-3
CNC(=O)C1CC(=O)N(c2ccc(OC)cc2)C1 (centres undefined)	-4	-5
Cc1[nH]c(=O)[nH]c(=O)c1CCc1nnc(SCC(=O)NCc2ccco2)o1	-6	-2
N#Cc1ccc(S(=O)(=O)N2CCN(c3nc4ccc(Cl)cc4s3)CC2)cc1	nt	-6
Cc1ccc(C2CC(C(F)(F)F)n3nc(C(N)=O)c(Cl)c3N2)cc1 (centres undefined)	25	-5
Cn1c(=O)[nH]c(=O)c2c1nc(N1CCN(CCO)CC1)n2CCSc1ncccn1	-5	-3
COc1ccc(N2CCN(C(=O)c3nc(-c4cccc(F)c4)n4c3CCCCC4)CC2)cc1	44	0
O=C(c1ccccc1F)N1CCN(C2=NN=C(c3ccccc3)CS2)CC1	92*	-7
CCc1ccc(CNC(=O)c2ccc3[nH]c4c(c3c2)CN(C(C)=O)CC4)cc1	41	-13
CCC(=O)N1CCc2cc(Br)cc(S(=O)(=O)NCc3cccc(OC)c3)c21	2	-2
O=C(CN(c1cccc([N+](=O)[O-])c1)S(=O)(=O)c1ccccc1)NCc1ccccn1	6	-8
Cc1cccc(N2CCN(C(=O)C3CCN(CC(C)C)CC3)CC2)c1C	1	-3
O=C(Cn1cnc2c(-c3ccc(F)cc3)csc2c1=O)NCCc1ccccc1	-13	-1
COc1nccc(N2CCC(CC(=O)Nc3ccc(C)cc3C)CC2)n1	4	-2
O=C(Cc1ccccc1F)N1CCC(CCOc2cccnc2)CC1	3	-6
Cc1ccc2oc(/C=C/c3nc4cc(C)ccc4o3)nc2c1	-6	0
Cc1nn(C)c(C)c1CCCN(C)C(=O)C1CCCN(c2cnn(C)c(=O)c2)C1 (centres undefined)	-5	-3
O=C(COc1ccccc1F)NCCN1CCN(C(=O)c2ccsc2)CC1	-9	-6
Cc1ccc2c(c1)S(=O)(=O)c1ccc3c(c1N2)C(=O)c1ccccc1C3=O	2	0
C=CCNC(=S)Nc1sc2c(c1C#N)CCCC2	nt	-1
CCCNc1cc(N2CCC(CCC(=O)NCCN3CCCCC3)CC2)ncn1	10	-9
O=C(Nc1cccc(F)c1)c1ccc([N+](=O)[O-])cc1	2	-3
Nc1nc(SCC(=O)NCc2ccccc2)nc2sc3c(c12)CCCC3	27	-2
COC(=O)C1=C(N)Oc2c(oc(CO)cc2=O)C1c1ccc(Cl)cc1Cl (centres undefined)	25	-2
Cn1c(C2CCN(C(=O)C3CCCC3)C2)nc2cccnc21 (centres undefined)	-1	-6
CC1CC(C)CN(CC(O)COc2cccc3ccccc23)C1 (centres undefined)	0	-2
N#Cc1ccc(SCCOC(=O)c2cccs2)c([N+](=O)[O-])c1	nt	-2
Cc1ccc(-c2nc(-c3ccc4c(c3)oc(=O)n4C)no2)cc1C	-10	3
COc1ccc(S(=O)(=O)N2CCCC2c2cccs2)cc1 (centres undefined)	nt	-2
CC(=O)NCCc1csc(C2CCCN(C(=O)c3ccccc3)C2)n1 (centres undefined)	-3	-4
C=CCn1c(SCC(=O)c2ccc(OC)cc2)nnc1-c1ccncc1	3	-1
S=C(NCc1ccncc1)NCc1ccco1	nt	-8
CCCCc1nnc(SCc2ccc(OCC)cc2)n1N	2	-10
COCCN1C(=O)CCc2cc(NC(=O)c3ccc(F)cc3)ccc21	-3	-12
CCNc1cc(N2CCCC(CCC(=O)NCCN3CCCCC3)C2)ncn1 (centres undefined)	-10	-9
COc1ccc2cc(C(=O)Nc3cccc(C(F)(F)F)c3)c(=N)oc2c1	-2	1

(listing goes on)
SMILES	mHTT CaM bind	Pf apPOL block
CC1CCCC(NC(=O)C2CCCN(c3nc4ccccc4o3)C2)C1C (centres undefined)	15	-17
COc1ccccc1C1=NOC(C(=O)NCc2cccs2)C1 (centres undefined)	-11	-5
CC(C)(C)n1nc2c(c1NC(=O)c1c(F)cccc1Cl)CS(=O)(=O)C2	-6	-3
COc1ccc(Cl)cc1C(=O)Nc1ccc(N2CCOCC2)c(Cl)c1	-9	-6
COc1cc(OC)cc(C(=O)N2CC3CC(NC(=O)c4ccccc4)C2C3)c1 (centres undefined)	9	-3
Cc1ccc(NC(=O)N2CCC(N3CCN(Cc4ccccc4)C3=O)CC2)c(Cl)c1	1	-7
COc1ccc(C(=O)NCc2nc3ccccc3[nH]2)cc1OC	2	-2
COc1ccc(Cl)cc1C(=O)NCC1CCN(Cc2cccs2)CC1	-2	-9
Cn1c(=O)c2c(nc(Sc3nc4ccccc4n3CC(=O)N3CCCCC3)n2C)n(C)c1=O	1	2
CCOC(=O)C(Nc1cccc(Cl)c1)C(=O)OCC	nt	-4&-10
Cc1ccc2nc(N3CCC(C(=O)NC4CCCCCC4)CC3)[nH]c2c1	-7	-13
CCCCc1ccc(NC(=O)OC)cc1	-16	-1
CN(C)C(=O)c1ccc(-c2cccs2)nc1	-8	-4
COc1ccc(-c2nc(SCc3ccc(F)cc3)c3c(=O)n(C)c(=O)n(C)c3n2)cc1	3	-7
COc1ccc(OCC(=O)NCc2ccccc2C)cc1	-5	-4
CCN(CC)CCCNC(=O)CC1CCN(C(=O)c2ccc(C)cc2)CC1	6	-2
O=c1[nH]c2ccccc2n1CCCSc1nc2ccccc2o1	51*	-5
CCOCCCNC(=O)CC1CCN(S(=O)(=O)c2c(C)noc2C)CC1	-5	-1
Cc1[nH]n(-c2ccc(Br)cc2Br)c(=O)c1C=NCc1ccc(F)cc1	4	7
O=C(C1CCN(c2nnc(-c3ccccc3)o2)CC1)N1CCCCC1	-2	-7

Three compounds picked at random from the list so far:
SMILES	mHTT CaM bind	Pf apPOL block
Cc1ccccc1OCC(=O)Nc1cc(-c2nc3ncccc3o2)ccc1Cl	0	-10
c1ccc(CNc2nc(N3CCCC3)c3n[nH]nc3n2)nc1	8	0
CCOc1ccc(-n2c(CN3CCN(C(=O)NC(C)C)CC3)nc3cccnc32)cc1	9	-3

An excerpt of these results, comma-delimited.
compound,mHTT CaM bind,Pf apPOL block
COc1ccc(OCC(=O)NCc2ccccc2C)cc1,-5,-4
CCN(CC)CCCNC(=O)CC1CCN(C(=O)c2ccc(C)cc2)CC1,6,-2
O=c1[nH]c2ccccc2n1CCCSc1nc2ccccc2o1,51*,-5
CCOCCCNC(=O)CC1CCN(S(=O)(=O)c2c(C)noc2C)CC1,-5,-1
Cc1[nH]n(-c2ccc(Br)cc2Br)c(=O)c1C=NCc1ccc(F)cc1,4,7

By substructure: those above containing two or more sulfur atoms.
SMILES	mHTT CaM bind	Pf apPOL block
N#Cc1ccc(S(=O)(=O)N2CCN(c3nc4ccc(Cl)cc4s3)CC2)cc1	nt	-6
C=CCNC(=S)Nc1sc2c(c1C#N)CCCC2	nt	-1
Nc1nc(SCC(=O)NCc2ccccc2)nc2sc3c(c12)CCCC3	27	-2
N#Cc1ccc(SCCOC(=O)c2cccs2)c([N+](=O)[O-])c1	nt	-2
COc1ccc(S(=O)(=O)N2CCCC2c2cccs2)cc1 (centres undefined)	nt	-2

(further entries)
SMILES	mHTT CaM bind	Pf apPOL block
Cc1ccnc(N)c1[N+](=O)[O-]	-6	1
CC(C)C(=O)NC(c1ccc2c(c1)OCO2)c1cc(Cl)c2cccnc2c1O (centres undefined)	62*	-8
CCOc1ccc(NC(=O)C2CCN(c3cncnc3N3CCOCC3)CC2)cc1	11	-7
CCC(=O)N1CCc2ccccc2C1C(=O)N1CCN(c2ccccc2F)CC1 (centres undefined)	42	3
CCN(CC)c1cc(C)c2cc(NC(=O)c3ccc(Cl)nc3)ccc2n1	8	-11
Cc1ccc(-c2noc(C3CCN(CC(=O)Nc4ccc(C#N)cc4)CC3)n2)cc1	-7	-3
COC(=O)c1ccc(NC(=O)Cn2ncccc2=O)cc1	-15	-8
Cc1cccc(C)c1NC(=O)C1CCCCC1C(=O)O (centres undefined)	2	-3
CCCNC(=O)c1ccc2c(c1)nc(C)n2-c1cccc(C)c1	7	30
COc1ccc(NC(=O)C(=O)O)c(OC)c1	-2	8
O=C(c1cc(Cl)ccc1Cl)N1CCOCC1	-9	-3
Cc1ccc(C2CC(C(F)(F)F)n3ncc(C(=O)Nc4ccc5c(c4)CCC5)c3N2)cc1 (centres undefined)	1	-6
NS(=O)(=O)c1ccc(CCNC(=O)C(=O)Nc2ccc(F)c(Cl)c2)cc1	6	0
O=C(c1cccc2[nH]ccc12)N1CCN(c2cc(-c3ccccc3)[nH]n2)CC1	5	0
CC1CCN(C(=O)c2ccccc2Cl)CC1	-8	-3
O=S(=O)(NCCN1CCN(c2ccc(Cl)cc2)CC1)c1ccc2c(c1)OCCO2	10	-4
O=C1CC(Nc2c[nH]c(=O)[nH]c2=O)C(=O)N1c1ccccc1Cl (centres undefined)	-3	-3
CCOCc1c(C)cc(C)c(C=C(C#N)C#N)c1C	-4	nt
O=C(Cn1c(=O)n(-c2ccccc2)c(=O)c2sccc21)c1ccccc1	0	3
Cc1c(C(=O)Nc2cccc(Cl)c2)sc2ncn(Cc3ccccc3F)c(=O)c12	-3	-13
Cc1nc(SCCOc2ccccc2)[nH]c(=O)c1C	16	-4
COc1ccccc1-c1ccc(N2CCN(S(=O)(=O)CCc3ccccc3)CC2)nn1	16	-2
